Compound activity as filed in PubChem.
HT1080-NT tox – kills 2HG-producing HT-1080-NT fibrosarcoma cells. HT-1080-NT fibrosarcoma viability, CellTiter-Glo ATP luminescence, 48 h. Potency, µM (top dose mostly 46.1 µM), inactives show at the highest dose activity, negative = less viability, most hits filed as cytotoxic. hit rate 1.6% among 360,000. AID 686970;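 note: NT is the 2HG producing partner of a matched IDH1 knockdown line; potency is the fitted concentration of half-maximal effect; 0% = DMSO-treated cells and -100% = media-only wells without cells; nearly all actives have a fitted effect of over 55% in size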
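Viability of the 2HG-overproducing fibrosarcoma line after 48 hours of compound exposure at 37 degrees C was determined by luminescence with CellTiter-Glo, and concentration-effect curves were then fitted and categorized.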
ATXN viability – reduces viability in counter-screen for ATXN expression inhibitors. hit rate 0.49% among 400,000. Potency, µM (highest dose often 56.7 µM), most hits filed as cytotoxic. S2 cells (HEK-293 line with an ATXN2-luciferase reporter) viability, CellTiter-Fluor protease fluorescence, 24 h; note: potency is the fitted concentration of half-maximal effect; nearly all actives have a fitted effect of over 40% in size
MCF10A rerep – inducers of DNA re-replication in MCF 10A breast cells; MCF 10A DNA re-replication, Hoechst nuclear intensity, 48 h; Potency, µM (titrated, usually from 46.1 µM), for the others: top-dose activity, positive = re-replication, usual class: activators; hit rate 2.9% among 350,000; AID 624296; note: potency is the fitted concentration of half-maximal effect; % of control where 0% means no effect; nearly all actives have a fitted effect of over 50% in size
HT1080 IDH1KD tx – HT-1080 IDH1 knockdown cell toxicity (counter line); hit rate 2% among 360,000; AID 686971; Potency, µM (top dose mostly 46.1 µM), for inactives: top-dose activity, negative = toxicity, hits mostly cytotoxic; HT-1080 IDH1 knockdown viability, ATP luminescence, 48 h;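 note: potency is the fitted concentration of half-maximal effect; 0% = DMSO wells and -100% = cell-free medium wells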
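In this qHTS, HT-1080 cells depleted of IDH1 are exposed for 48 h at 37 °C to compound titrations. Toxicity is scored from CellTiter-Glo luminescence, with DMSO as full viability and medium alone as none.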
ATXN2 expr inh – ATXN2 expression inhibition; HEK-293 ATXN2-luciferase reporter, luminescence, 24 h; Potency, µM (titrated, usually from 57 µM), for inactives: at the highest dose activity change, negative = inhibition, actives largely listed as inhibitors; hit rate 0.72% among 360,000; note: potency is the fitted concentration of half-maximal effect; % is set by controls: 0 for no effect and ±100 for the full control effect; nearly all actives have a fitted effect of over 55% in size
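qHTS (up to 57 uM final) was run with 24 h compound exposure of reporter cells at 37 °C. Each well was multiplexed: SteadyGlo luminescence measured ATXN2-luciferase expression after a fluorogenic Gly-Phe-AFC viability readout (25 uM final).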
IL-1B inflam inh – blocks inflammasome-driven IL-1 beta release. THP-1 LPS/ATP IL-1B secretion, AlphaLISA, 16 h; active compounds read low. activity change, % at 57.5 µM. hit rate 4.7% among 360,000. AID 743279; in the data active = activity change below about -50%; inconclusive = mostly about -30% to -49%; note: % is set by controls: 0 for no effect and ±100 for the full control effect
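THP-1 cells pretreated 1 hr with compounds (up to 57.5 uM final), then stimulated with LPS (250 ng/mL final) plus ATP (1.25 mM final); secreted IL-1B measured by AlphaLISA after 16 hr, decreased signal indicating inhibition.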
SW480 rerep – induces DNA re-replication in SW480 colon adenocarcinoma cells. AID 624297. hit rate 1.8% among 340,000. SW480 DNA re-replication, Hoechst DNA content imaging, 48 h. Potency, µM (highest dose often 46.1 µM), without a hit: at the highest dose re-replication activation, actives largely listed as activators; note: potency is the fitted concentration of half-maximal effect; % of control where 0% means no effect; nearly all actives have a fitted effect of over 55% in size
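Image-based DNA-content assay: after two days of treatment, nuclei were labelled with the DNA dye Hoechst and imaged, and hits were compounds raising the count of nuclei showing high fluorescence intensity.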
HepG2 tox – kills HepG2 cells in TGF-b inhibitor counter-screen | HepG2 CAGA-GFP viability, ATP luminescence, 18 h | Potency, µM (series often up to 46.1 µM), for inactives: at the highest dose activity change, negative = cytotoxicity, hits mostly cytotoxic | hit rate 0.76% among 410,000 | AID 588856; note: potency is the fitted concentration of half-maximal effect; some results filed as inactive show a strong effect at the top dose
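HepG2 CAGA-GFP cells (1000/well, DMEM with 1% FBS) received compound, then TGF-beta at 500 pg/mL final, and were incubated 18 hours at 37 degrees C. Viability was read by CellTiter-Glo luminescence. Media-only wells were set as complete cell-killing and DMSO as no toxicity.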
KB-3-1 tox – kills parental KB-3-1 adenocarcinoma cells | KB-3-1 viability, CellTiter-Glo ATP luminescence, 72 h | Potency, µM (titrated, usually from 46.1 µM), for inactives: at the top dose activity change, negative = cytotoxic, hits mostly cytotoxic | hit rate 1.4% among 400,000 | AID 1347075; note: potency is the fitted concentration of half-maximal effect; % is set by controls: 0 for no effect and ±100 for the full control effect; nearly all actives have a fitted effect of over 60% in size
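72 h, 37 °C compound treatment of KB-3-1 parental cells; CellTiter-Glo added, 10 min, luminescence read. Data corrected against DMSO-only plates and normalized before curve fitting.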
* marks the source's active call; other numbers are inactive results; i = inactive; ? = inconclusive; nt = no result given; [ ] = remark or other dose. Unless noted, calls come from the whole dose curve; as a rule, active = well fitted curve in the direction sought with a large enough effect; inconclusive = small, poorly fitted or top-dose-only effect, or another doubt; inactive = no such curve, though single readings can be large; an effect the other way counts as inactive or inconclusive.

item	mol	HT1080-NT tox	ATXN viability	MCF10A rerep	HT1080 IDH1KD tx	ATXN2 expr inh
1	Cc1cccc(-n2c(=O)c3ccccc3n(Cc3ccccc3C#N)c2=O)c1	nt	i	nt	nt	1%
2	Cc1ccn(CC(=O)N/N=C/c2cc([N+](=O)[O-])ccc2O)n1	-29%	i	21%	?	-23%
3	COC(=O)c1nnn(-c2nc(N(C)C)nc(N(C)C)n2)c1C	27%	i	-22%	20%	-1%
4	CC(=Nc1ccccc1)C1=C(O)C(Cc2ccccc2)NC1=O (configuration not stated)	0.58µM*	?	?	?	21%
5	CC1(C)CC(=O)N(c2cccc(Cl)c2)C(=O)C1	9%	i	-4%	15%	3%
6	COc1ccc(NC(=O)CCC(=O)OCc2ccc([N+](=O)[O-])cc2)cc1	-3%	i	4%	-10%	-2%
7	CCOc1ccccc1NC(=O)C1CCCN(S(=O)(=O)c2cccc3cccnc23)C1 (configuration not stated)	7%	?	1%	2%	-22%
8	COc1cccc(-c2cc(C(=O)N3CCN(c4ncccn4)CC3)c3ccccc3n2)c1	-25%	?	15µM*	-22%	22%
9	Cc1n[nH]c(C)c1CCc1nc2c3ccccc3nc(SCC(=O)Nc3ccc(F)cc3)n2n1	nt	?	nt	nt	?
10	O=C(NCc1ccccn1)c1ccc(Cl)c(S(=O)(=O)N2CCCCCC2)c1	-5%	?	19%	-3%	-12%

item	IL-1B inflam inh	SW480 rerep	HepG2 tox	KB-3-1 tox
1	nt	nt	6%	-2%
2	63	?	5%	-3%
3	-15	-2%[1.84 µM]	-2%	4%
4	24	0.16µM*	1%	0.0065µM*
5	-12	-19%	3%	17%
6	42	-3%	2%	10%
7	6	-1%	-14%	-3%
8	?	-31%[inhibitor]	4%	-20%
9	nt	nt	13µM*	-14%
10	5	-2%	-26%	0%

Remaining list, next part
item	mol	HT1080-NT tox	ATXN viability	MCF10A rerep	HT1080 IDH1KD tx	ATXN2 expr inh
11	CSc1ccccc1NC(=O)CN(C)C(=O)COc1ncnc2ccccc12	4%	i	-2%	7%	-1%
12	Cc1cccc(N(CC(=O)NC2CCCCC2)C(=O)CCCC(=O)Nc2ccccn2)c1	-2%	i	-1%	-2%	9%
13	CCc1cccc(CC)c1NC(=O)C(NS(=O)(=O)c1cccs1)c1ccccc1 (configuration not stated)	10%	i	-10%	12%	-15%
14	CCC(c1nc2ccccc2c(=O)n1CCN1CCOCC1)N1C(=O)c2ccccc2C1=O (configuration not stated)	30%	i	-6%	14%	1%
15	Cc1cc(NC(=O)CSc2nnnn2-c2ccccc2)no1	-1%	i	-5%	0%	-18%
16	COc1ccc(/C=N/NC(=O)CSc2nnc(C)n2-c2ccccc2)c(OC)c1OC	-10%	i	-1%	-4%	1%
17	COc1ccc(CCNC(=O)c2nc3ncccn3n2)cc1OC	6%	i	-3%	8%	-5%
18	O=C(c1ccc(F)cc1)N1CCC(c2ccccc2)C1 (configuration not stated)	2%	i	1%	1%	44%[activator]
19	COc1ccccc1NC(=O)COC(=O)/C=C/c1ccc(OC)c(OC)c1	-9%	i	13%	0%	-11%
20	C=CCN(c1ccccc1)S(=O)(=O)c1ccc2[nH]cc(C(=O)NCCOC)c(=O)c2c1	0%	i	-12%	0%	nt

item	IL-1B inflam inh	SW480 rerep	HepG2 tox	KB-3-1 tox
11	25	-5%	0%	-5%
12	9	?	0%	-13%
13	-13	-1%	-32%	3%
14	2	-2%	-7%	4%
15	10	-4%	-2%	-1%
16	-10	13%	2%	-12%
17	-3	10%	-10%	-3%
18	-6	-118%[inhibitor]	20%	-8%
19	-5	-5%	-27%	-2%
20	10	0%	-18%	-6%

More records:
item	mol	HT1080-NT tox	ATXN viability	MCF10A rerep	HT1080 IDH1KD tx	ATXN2 expr inh
21	COc1ccc(CCn2c(=N)c(C(=O)NC3CCCC3)cc3c(=O)n4ccccc4nc32)cc1	-1%	i	21µM*	7%	-8%
22	COc1ccc(NCC(=O)NN=C2CCS(=O)(=O)c3ccc(F)cc32)cc1	-9%	i	4%	-25%	4%
23	CN(C)CCN(C(=O)c1ccco1)c1nc2cc3c(cc2s1)OCCO3	-22%	i	4%	-13%	-16%
24	COc1cccc(NC(=O)CN(C)C(=O)/C=C/c2cn(Cc3ccccc3)nc2-c2cccnc2)c1	-23%	i	?	-3%	1%
25	O=S(=O)(O)c1ccc(Cl)c(Cl)c1	2%	i	-1%	8%	2%
26	COC(=O)c1ccc(C2C(C(=O)c3ccco3)=C(O)C(=O)N2CC2CCCO2)cc1 (configuration not stated)	1%	i	1%	-1%	14%
27	CCCCn1c2c(c3ccccc31)CCc1nonc1-2	2%	i	19%	-1%	-7%
28	Cc1cc(Cl)c(S(=O)(=O)NC2CCCC2)cc1OCC(=O)NC1CCCCC1	-1%	nt	17%	20µM*	nt
29	CSc1ccc(CNC(=O)C2(C)CCCN(C(C)C)C2)cc1 (configuration not stated)	26%	i	nt	5%	17%
30	COc1ccc(/C(C)=N\NC(=O)CSc2nnc(C)s2)cc1	5%	i	-6%	11%	8%

item	IL-1B inflam inh	SW480 rerep	HepG2 tox	KB-3-1 tox
21	-83*	23µM*	1%	-22%
22	9	?	-19%	-7%
23	7	?	0%	?
24	?	15µM*	-2%	-3%
25	8	-4%	2%	4%
26	16	-5%	-2%	-7%
27	6	-8%	-15%	-12%
28	-23	14%	-24%	?
29	15	nt	-9%	0%
30	0	-3%	1%	13%

Of the compounds above, these contain a furan ring, fused or not:
item	mol	HT1080-NT tox	ATXN viability	MCF10A rerep	HT1080 IDH1KD tx	ATXN2 expr inh
23	CN(C)CCN(C(=O)c1ccco1)c1nc2cc3c(cc2s1)OCCO3	-22%	i	4%	-13%	-16%
26	COC(=O)c1ccc(C2C(C(=O)c3ccco3)=C(O)C(=O)N2CC2CCCO2)cc1 (configuration not stated)	1%	i	1%	-1%	14%

item	IL-1B inflam inh	SW480 rerep	HepG2 tox	KB-3-1 tox
23	7	?	0%	?
26	16	-5%	-2%	-7%

The list goes on:
item	mol	HT1080-NT tox	ATXN viability	MCF10A rerep	HT1080 IDH1KD tx	ATXN2 expr inh
31	CCCn1c(SCC(N)=O)nnc1C(C)C	-2%	i	2%	-2%	12%
32	Cc1cccc(N2CC(C(=O)Nc3ccc(S(=O)(=O)N4CCOCC4)cc3)CC2=O)c1 (configuration not stated)	-24%	i	-2%	-16%	-7%
33	COCCn1nnnc1C(c1cccc(C(F)(F)F)c1)N1CCOCC1 (configuration not stated)	9%	i	-4%	4%	-2%
34	COc1ccc(NC(=O)c2oc3ccccc3c2NC(=O)Cc2coc3cc(C)ccc23)cc1	nt	i	nt	nt	11%
35	CC(/C=C/c1ccc(O)cc1)=NNc1ccccc1	?	i	23µM*	?	-3%
36	COC(=O)c1sc2ncccc2c1OCc1c(Cl)cccc1Cl	1%	?	9%	-6%	-11%
37	O=C1OC[C@@H]2CCCN2C(=O)[C@H](CC(=O)N(CCO)Cc2ccccc2)C/C=C\CC[C@@H]1Cc1ccc(F)cc1	-10%	?	2%	-1%	-13%
38	CCc1ccccc1OCCCCN1CCCC1	-7%	i	-1%	-9%	-14%
39	N#Cc1ccccc1Cn1c(-c2cscn2)nc2ccccc21	-15%	i	4%	-1%	7%
40	COCCc1nn2c(=O)cc(COC(=O)COc3ccccc3C)nc2s1	nt	i	nt	nt	5%

item	IL-1B inflam inh	SW480 rerep	HepG2 tox	KB-3-1 tox
31	-30	-1%	-3%	-5%
32	8	-5%	8%	-8%
33	11	0%	5%	-4%
34	nt	nt	-11%	-5%
35	-16	?	-34%	-11%
36	0	-1%	-10%	1%
37	-28	-7%	-25%	3%
38	-15	2%	-12%	12%
39	11	3%	0%	-8%
40	nt	nt	0%	-1%

(listing goes on)
item	mol	HT1080-NT tox	ATXN viability	MCF10A rerep	HT1080 IDH1KD tx	ATXN2 expr inh
41	O=C(O)CN1C(=O)S/C(=C\c2ccc3c(c2)OCO3)C1=O	29%	i	-16%	13%	2%
42	CCC(C)[C@@H](C(=O)N1CCNCC1)n1cc(CCCN=C(N)N)nn1 (some centres not stated)	2%	i	-3%	8%	5%
43	COc1ccccc1C1CCN(C(=O)c2ccc(C(C)(C)C)cc2)CC1	?	i	?	?	17%
44	O=[N+]([O-])c1cc(C(F)(F)F)ccc1Oc1cccnc1[N+](=O)[O-]	-2%	i	8%	-2%	30%
45	NC(=O)C1(N2CCCCC2)CCN(Cc2nc3ccccc3c(=O)[nH]2)CC1	9%	i	3%	8%	10%
46	CCOC(=O)C(/C=C(\C#N)C(=O)OCC)=C(/N)N1CCN(c2ccc(Cl)cc2)CC1	-3%	i	1%	-10%	7%
47	Cc1ccc(C(C)C)cc1-n1nnc(-c2cccc(Cc3ccc4ccccc4c3)c2)c1C(C)O (configuration not stated)	-10%	i	nt	-16%	-9%
48	CCOCCCNC(=O)C(c1ccc(OC)cc1)N(Cc1ccc2c(c1)OCO2)C(=O)c1cnccn1 (configuration not stated)	-7%	i	-1%	-9%	-11%
49	COc1cc(C(=O)OCC(=O)N2CCC(C)CC2)cc2c1OCCO2	-1%	?	4%	4%	nt

item	IL-1B inflam inh	SW480 rerep	HepG2 tox	KB-3-1 tox
41	9	-133%[inhibitor]	3%	7%
42	11	-6%	8%	13%
43	-92*	-1%	-58%	-10%
44	-25	13%	-6%	0%
45	20	0%	-2%	-1%
46	-8	-1%	5%	?
47	5	nt	5%	-1%
48	0	-2%	-26%	12%
49	-5	-4%	-9%	0%
